Source: PubChem (National Center for Advancing Translational Sciences (NCATS))
ELG1 genotoxic: induces genotoxicity in HEK293T cells with luciferase-tagged ELG1; HEK293T ELG1-luciferase reporter, luminescence, 16 h; Potency, µM (titrated, usually from 46 µM), for inactives: at the highest dose activity change, positive = activation, hits mostly activators; 1.3% of 330,000 active; AID 504466; further: potency means the concentration at half of the fitted maximal effect; % of control where 0% means no effect; nearly all actives have a fitted effect of over 60% in size
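Screening used a luciferase reporter fused to human ELG1 in HEK293T cells. Luminescence was read on a CCD plate imager after 16 hr exposure and 30 min ONE-Glo incubation.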
TRPV1 ag: human TRPV1 agonism. TRPV1-expressing cells, Fluo-8 calcium influx, agonist mode. AID 540275. activation, % at 8.33 µM. 0.19% of 320,000 active; in the data active means activation above about 80%; inconclusive means between about 30% and that limit; further: 0% is about no effect
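TRPV1-expressing cells were cultured overnight at 35.5C and loaded with Fluo-8 calcium dye for 40 to 90 min at room temperature. After a 10 s baseline, compound was added and calcium influx was read kinetically for 3 min (ex 480/em 520 nm).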
B2AR arrestin: recruits beta-arrestin to the human beta2-adrenergic receptor; beta-arrestin recruitment to beta2AR, cell-based reporter; 0.02% of 330,000 active; Potency, µM (doses to about 46.1 µM), for inactives: at the top dose activation, actives largely listed as activators; P07550;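 further: potency means the concentration at half of the fitted maximal effect; 0% = DMSO controls and full agonism = EC100 isoproterenol or metaproterenol; nearly all actives have a fitted effect of over 65% in size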
Integrin act MD: activates integrin-mediated alleviation for muscular dystrophy; Potency, µM (doses to about 38.3 µM), without a hit: at the top dose activation, most hits filed as activators; alpha7betagal myoblasts, beta-gal FDG fluorescence, 48 h; 0.064% of 350,000 active;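 further: potency means the concentration at half of the fitted maximal effect; 100% = response of the positive control SU9516; nearly all actives have a fitted effect of over 60% in size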
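alpha7betagal+/- myoblasts (passage 13, 250/well) treated 48 h at 37C with compounds at 1:260 dilution of DMSO stock. Lysed, then beta-galactosidase activity read as FDG fluorescence (ex 480/em 540) after 30 min, with pre-read for autofluorescence.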
BRCA1 expr act: BRCA1 expression activation | 1.1% of 380,000 active | Potency, µM (top dose mostly 46.1 µM), for the others: at the highest dose activation, actives largely listed as activators | MCF7-BRCA1-FFLuc reporter, luminescence, 48 h; response scale: scaled: vehicle 0%, 10 µM genistein 100%; further: potency means the concentration at half of the fitted maximal effect; nearly all actives have a fitted effect of over 80% in size; some results filed as inactive show a strong effect at the top dose
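MCF7-BRCA1-FFLuc cells, 2000/well in phenol-red-free MEM, attached 2 h then treated 48 h at 37 C. Luciferase luminescence read 15 min after reagent; normalized to genistein maximum activation (10microM) and DMSO, concentration-response fitted.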
PTAP TSG101 blk: blocks PTAP/TSG101 interaction to inhibit HIV-1 budding. Q99816. AID 493005. Potency, µM (highest dose often 115 µM), for inactives: at the top dose activity change, negative = inhibition, most hits filed as inhibitors. 340,000 tested, under 10 active. Fluorescence polarization, FITC-PTAP peptide / Tsg101 binding; active means well fitted inhibition curve with a large enough effect in the main read-out, with a control signal flat, not every such curve was filed as active; inconclusive means small, poorly fitted or top-dose-only effect, or effect the other way, or a change in a side signal; inactive means no such curve, though single readings can be large or run the other way; further: potency means the concentration at half of the fitted maximal effect; % of control where 0% means no effect
Target sequence (Q99816 whole entry, looked up): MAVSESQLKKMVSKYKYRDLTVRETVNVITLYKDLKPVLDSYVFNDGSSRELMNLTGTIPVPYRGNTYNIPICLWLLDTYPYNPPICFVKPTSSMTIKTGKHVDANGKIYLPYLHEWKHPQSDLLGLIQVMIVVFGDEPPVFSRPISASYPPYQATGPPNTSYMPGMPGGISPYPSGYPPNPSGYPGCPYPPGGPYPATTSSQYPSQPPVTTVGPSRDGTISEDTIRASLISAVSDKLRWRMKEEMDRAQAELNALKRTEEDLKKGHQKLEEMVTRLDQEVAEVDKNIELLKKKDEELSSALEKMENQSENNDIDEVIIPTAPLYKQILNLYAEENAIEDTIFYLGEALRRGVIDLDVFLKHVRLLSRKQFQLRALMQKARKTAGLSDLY
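FP read-out: FITC-PTAP peptide, 50 nM final, binding Tsg101 binding domain, 10 uM final; 20 min, r.t.; 10 mM HEPES pH 7.5, 0.15 M NaCl, 0.01% Tween 20, 3 mM EDTA, 0.1 mM TCEP.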
Eya2 inh: inhibitors of human Eya2 phosphatase activity. O00167. recombinant Eya2, OMFP fluorescence dephosphorylation (OMFP is methylfluorescein phosphate). Potency, µM (doses to about 76.9 µM), for the others: top-dose activity, negative = inhibition, hits mostly inhibitors. 0.006% of 330,000 active; further: potency means the concentration at half of the fitted maximal effect; on the % scale 0 is the no-effect control and ±100 the full control effect
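Eya2 (0.2 uM) preincubated 10 min at ambient with compound, then OMFP substrate added at 50 uM; 10 min reaction in 50 mM HEPES pH 7.5, 50 mM NaCl, 5 uM MgCl2, 0.05% BSA, 1 mM DTT. Fluorescence read at Ex 485/Em 525 nm.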
p53 reactivation: restores transcriptional activity of mutant p53. H1299 p53-A138V BP100-luciferase reporter, luminescence, 24 h. Potency, µM (top dose mostly 92.2 µM), for the others: at the top dose activity change, positive = activation, most hits filed as activators. 0.063% of 320,000 active. AID 504706; further: potency means the concentration at half of the fitted maximal effect; % of control where 0% means no effect; nearly all actives have a fitted effect of over 45% in size
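H1299 (p53-null), stable ts p53-A138V + BP100-Luc; 1000 cells/well, Opti-MEM/10% FBS; cpd 4 pt, 1:5; 24 h, 37 deg C, 5% CO2; detection reagent 10 min RT; luminescence.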
S-ASM inh: human S-ASM enzyme inhibition | P17405 | placental ASM, HMU-PC fluorogenic substrate, 60 min | Potency, µM (series often up to 57.5 µM), for the others: at the highest dose activity change, negative = inhibition, actives largely listed as inhibitors | 0.006% of 340,000 active; further: potency means the concentration at half of the fitted maximal effect
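Human placenta-derived ASM preincubated with compound 10 min at room temperature, then reacted with 9 uM (final) fluorogenic HMU-PC substrate for 60 min at 37 C. Stop solution raises pH to 10; fluorescence read at Ex 386/Em 447 nm.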
uPA generation: cell surface uPA generation inhibition. cell surface uPA generation assay, qHTS. Potency, µM (top dose mostly 38.3 µM), inactives show at the highest dose activity change, negative = inhibition, actives largely listed as inhibitors. 0.31% of 330,000 active. AID 540303; active means well fitted inhibition curve with a large enough effect; inconclusive means small, poorly fitted or top-dose-only effect; inactive means no such curve, though single readings can be large or run the other way; tested in mouse RAW 264.7 cells; further: potency means the concentration at half of the fitted maximal effect; on the % scale 0 is the no-effect control and ±100 the full control effect; nearly all actives have a fitted effect of over 55% in size
USP2a block: USP2a (human) protease inhibition | O75604 | USP2 core, Ub-CHOP2 coupled fluorogenic reporter, 485/531 | Potency, µM (series often up to 38.3 µM), without a hit: at the top dose activity change, negative = inhibition, most hits filed as inhibitors | 0.01% of 330,000 active;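 further: potency means the concentration at half of the fitted maximal effect; plate controls were DMSO wells for no effect and full inhibition by NEM control for full effect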
Target sequence (O75604 whole entry, looked up): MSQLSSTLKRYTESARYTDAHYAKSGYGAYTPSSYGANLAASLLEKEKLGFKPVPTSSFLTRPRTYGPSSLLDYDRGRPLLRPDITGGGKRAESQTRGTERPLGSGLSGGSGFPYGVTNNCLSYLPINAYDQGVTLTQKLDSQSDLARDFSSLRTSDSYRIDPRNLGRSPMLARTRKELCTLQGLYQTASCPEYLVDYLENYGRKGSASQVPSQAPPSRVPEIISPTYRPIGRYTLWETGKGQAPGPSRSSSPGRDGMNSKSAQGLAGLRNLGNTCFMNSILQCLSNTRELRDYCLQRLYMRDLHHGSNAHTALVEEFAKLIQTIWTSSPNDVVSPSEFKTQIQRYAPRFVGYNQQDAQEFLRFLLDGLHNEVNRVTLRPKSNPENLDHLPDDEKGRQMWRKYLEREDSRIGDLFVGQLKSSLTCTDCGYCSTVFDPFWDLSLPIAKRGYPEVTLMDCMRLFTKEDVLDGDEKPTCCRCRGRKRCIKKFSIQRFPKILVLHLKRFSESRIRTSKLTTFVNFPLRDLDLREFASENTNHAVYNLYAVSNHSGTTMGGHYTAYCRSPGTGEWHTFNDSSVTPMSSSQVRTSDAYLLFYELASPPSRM
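Cell-free coupled assay: 10nM USP2 core preincubated 30min RT with compound in Tris-HCl pH 8.0/CaCl2/CHAPS buffer, then 25nM Ub-CHOP2 and 25nM reporter substrate; fluorescence (Ex 485/Em 531) read after 60min RT, normalized to NEM inhibition, concentration-response curves fitted.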
Active calls of the source: *; [ ] = dose if it differs, or a comment. Unless noted, the call rests on the fitted dose curve; in most records, active means well fitted curve in the direction sought with a large enough effect; inconclusive means small, poorly fitted or top-dose-only effect, or another doubt; inactive means no such curve, though single readings can be large; an effect the other way counts as inactive or inconclusive.

Screening CCCc1nc(N)c(C#N)c(-c2cccnc2)c1CC returned ELG1 genotoxic 1.2%, TRPV1 ag 0.3, B2AR arrestin 0.2%, Integrin act MD 6.2%, BRCA1 expr act 2.3%, PTAP TSG101 blk -3.9%, Eya2 inh -5.7%, p53 reactivation 0.1%, S-ASM inh 3.0%, uPA generation -6.7% and USP2a block 0.6%.
O=S(=O)(NCC(c1ccco1)N1CCN(c2ccc(F)cc2)CC1)c1ccc2c(c1)OCCO2 (configuration not stated) was read as ELG1 genotoxic 0.2%, TRPV1 ag -2.3, B2AR arrestin -0.5%, Integrin act MD 13.0%, BRCA1 expr act -63.5%, PTAP TSG101 blk -3.5%, Eya2 inh 2.2%, p53 reactivation 1.7%, S-ASM inh -1.3%, uPA generation -3.3% and USP2a block 2.2%.
`COc1ccc(NC(=O)CCCNC(=O)c2ccc(Cl)cc2)cc1S(=O)(=O)N1CCOCC1` gave Integrin act MD 7.3%, BRCA1 expr act 1.9%, PTAP TSG101 blk -5.5%, S-ASM inh -0.1% and uPA generation -5.4%.
`C[C@@H]1CN([C@@H](C)CO)C(=O)c2cccc(NC(=O)C3CCCCC3)c2O[C@@H]1CN(C)Cc1ccc(Cl)c(Cl)c1` gave ELG1 genotoxic -6.3%, B2AR arrestin 0.0%, Integrin act MD -26.8%, BRCA1 expr act -61.2%, PTAP TSG101 blk -5.4%, Eya2 inh -11.0%, p53 reactivation -0.4%, S-ASM inh -2.2%, uPA generation -14.3% and USP2a block 1.1%.
`CCc1ccc(C2NC(=O)c3ccccc3O2)cc1` (configuration not stated) gave ELG1 genotoxic 3.8%, TRPV1 ag 0.7, B2AR arrestin -0.5%, Integrin act MD 3.0%, BRCA1 expr act 3.3%, PTAP TSG101 blk -1.7%, Eya2 inh 0.2%, p53 reactivation 1.7%, S-ASM inh -2.0%, uPA generation 2.9% and USP2a block -1.0%.
Cc1nnc(SCC(=O)Nc2ccc(Oc3ccccc3)cc2)n1N was read as ELG1 genotoxic 7.5%, TRPV1 ag 3.7, B2AR arrestin -0.2%, Integrin act MD -1.2%, BRCA1 expr act -8.9%, PTAP TSG101 blk -8.7%, Eya2 inh -5.4%, p53 reactivation 7.4%, S-ASM inh 0.2%, uPA generation -2.2% and USP2a block 0.1%.
Screening COc1ccc2nc(N3CCCC3)[nH]c2c1 returned ELG1 genotoxic 1.2%, TRPV1 ag -0.7, B2AR arrestin -0.8%, Integrin act MD -9.3%, BRCA1 expr act 38.9%, PTAP TSG101 blk -10.1%, Eya2 inh -4.0%, p53 reactivation inconclusive, S-ASM inh 1.6%, uPA generation -5.5% and USP2a block -1.0%.
Screening Cc1ccc(S(=O)(=O)C(C#N)c2nc3ccccc3nc2OCCO)cc1 (configuration not stated) returned ELG1 genotoxic -10.6%, TRPV1 ag 0.3, B2AR arrestin 0.4%, Integrin act MD -2.4%, BRCA1 expr act -19.0%, PTAP TSG101 blk -5.4%, Eya2 inh 13.6%, p53 reactivation -1.2%, S-ASM inh 3.9%, uPA generation -1.8% and USP2a block 2.6%.
Screening O=C(Nc1ccc(F)cc1)Nc1nnc(-c2ccncc2)s1 returned ELG1 genotoxic -12.9%, TRPV1 ag -5.7, B2AR arrestin -0.1%, Integrin act MD -6.7%, BRCA1 expr act -55.6%, PTAP TSG101 blk -6.0%, Eya2 inh -2.1%, p53 reactivation 4.4%, S-ASM inh 5.2%, uPA generation 19.7% and USP2a block 3.8%.
For CC(C)CN1CCC(=O)NC1=S the results were Integrin act MD -2.4%, BRCA1 expr act -5.4%, PTAP TSG101 blk -7.7%, S-ASM inh -1.7% and uPA generation -1.8%.
For COc1cccc(COC(=O)C2CCN(S(=O)(=O)c3cccs3)CC2)c1OC the results were ELG1 genotoxic 1.7%, TRPV1 ag -3.3, B2AR arrestin -0.2%, Integrin act MD -10.4%, BRCA1 expr act -2.3%, PTAP TSG101 blk -1.3%, Eya2 inh 1.2%, p53 reactivation -1.6%, S-ASM inh 0.3%, uPA generation 0.4% and USP2a block 0.4%.
Screening Cc1cccc(OCC(O)Cn2c(=N)n(CCN3CCCCC3)c3ccccc32)c1 (configuration not stated) returned ELG1 genotoxic -0.1%, TRPV1 ag 2.6, B2AR arrestin -0.3%, Integrin act MD -67.6%[inhibitor], BRCA1 expr act -67.3%, PTAP TSG101 blk -2.2%, Eya2 inh -9.4%, p53 reactivation -43.7%[inhibitor], S-ASM inh -2.2% and USP2a block -2.1%.
Screening CCOc1ccc(N(CC(=O)NCc2ccccc2)S(C)(=O)=O)cc1 returned ELG1 genotoxic inconclusive, TRPV1 ag 1.6, B2AR arrestin -0.8%, Integrin act MD 3.7%, BRCA1 expr act 76.8%, PTAP TSG101 blk -1.7%, Eya2 inh 3.3%, p53 reactivation 12.9%, S-ASM inh -0.7%, uPA generation 9.6% and USP2a block 0.1%.
`CCN1CCN(S(=O)(=O)c2ccc(Cl)c(C(=O)N(C)C(c3ccccc3)c3ccccc3)c2)CC1` gave ELG1 genotoxic -1.1%, TRPV1 ag inconclusive, B2AR arrestin -0.2%, Integrin act MD -5.2%, BRCA1 expr act -31.9%, PTAP TSG101 blk -6.1%, Eya2 inh -1.4%, p53 reactivation 2.0%, S-ASM inh -2.4%, uPA generation -2.4% and USP2a block -3.8%.
`CCOC(=O)CC(=O)CSc1nc2c(sc(=S)n2-c2ccccc2)c(=O)[nH]1` gave ELG1 genotoxic -7.4%, TRPV1 ag -0.1, B2AR arrestin -0.1%, Integrin act MD 19.7%[7.66 µM], BRCA1 expr act -4.1%, PTAP TSG101 blk 0.5%, Eya2 inh 10.2%, p53 reactivation -0.4%, S-ASM inh -4.7% and USP2a block 3.9%.
`O=C(CC1C(=O)NCCN1C/C=C/c1ccccc1)NCCc1cnccn1` (configuration not stated) gave ELG1 genotoxic -3.8%, TRPV1 ag 0.1, B2AR arrestin -0.5%, Integrin act MD 0.7%, BRCA1 expr act 0.4%, PTAP TSG101 blk -2.3%, Eya2 inh -1.7%, p53 reactivation -6.9%, S-ASM inh 2.0%, uPA generation 1.5% and USP2a block -1.3%.
For O=C(Nc1ccccc1)Nc1ccc(Nc2ccccc2)cc1 the results were Integrin act MD -7.8%, BRCA1 expr act 3.98µM*, PTAP TSG101 blk -5.8%, S-ASM inh -1.4% and uPA generation 5.5%.
Screening O=C(CCl)Nc1ccc2c(c1)OCO2 returned ELG1 genotoxic -10.0%, TRPV1 ag 1.9, B2AR arrestin -1.5%, Integrin act MD -55.1%[inhibitor], BRCA1 expr act 7.6%, PTAP TSG101 blk -2.4%, Eya2 inh 2.2%, p53 reactivation -10.3%, S-ASM inh 1.8%, uPA generation -17.0% and USP2a block -0.4%.
Screening CCN(CC)c1ccc(C(=O)O)cc1 returned ELG1 genotoxic 1.8%, TRPV1 ag -2.7, B2AR arrestin -0.6%, Integrin act MD 15.6%, BRCA1 expr act 1.6%, PTAP TSG101 blk -1.7%, Eya2 inh 4.8%, p53 reactivation -17.5%, S-ASM inh -3.4%, uPA generation -13.4% and USP2a block 0.3%.
Screening COc1cc(OC)c(C2CC(=O)N3CN(c4ccccc4C)CSC3=C2C#N)cc1OC (configuration not stated) returned ELG1 genotoxic -1.4%, TRPV1 ag 0.8, B2AR arrestin -0.1%, Eya2 inh 14.9%, p53 reactivation 1.3% and USP2a block 3.0%.
For O=C(COC(=O)CCC(=O)c1ccc(F)cc1)Nc1nnc(-c2ccccc2)o1 the results were ELG1 genotoxic 0.5%, TRPV1 ag 2.1, B2AR arrestin 0.0%, Integrin act MD -3.7%, BRCA1 expr act -13.1%, PTAP TSG101 blk -0.7%, Eya2 inh -18.0%, p53 reactivation 4.8%, S-ASM inh -0.2%, uPA generation -2.4% and USP2a block 0.5%.
`CCn1c(Cc2ccccc2)nnc1SCC(=O)Nc1ccccc1` gave ELG1 genotoxic -2.4%, TRPV1 ag -2.2, B2AR arrestin 0.0%, Integrin act MD 14.6%, BRCA1 expr act 1.7%, PTAP TSG101 blk -2.1%, Eya2 inh 0.8%[15.4 µM], p53 reactivation 5.0%, S-ASM inh 8.0% and USP2a block 1.5%.
